HP1b chromo inh: HP1-beta chromodomain-methylated histone interaction inhibition | P83916 | AlphaScreen HP1-beta / biotin-H3K9me3 peptide binding | Potency, µM (doses to about 114 µM), for the others: top-dose activity change, negative = inhibition, hits mostly inhibitors | hit rate 0.56% among 390,000 | AID 540317; further: potency means the concentration at half of the fitted maximal effect; nearly all actives have a fitted effect of over 70% in size; inactives centre near 23
Target sequence (P83916 whole entry, looked up): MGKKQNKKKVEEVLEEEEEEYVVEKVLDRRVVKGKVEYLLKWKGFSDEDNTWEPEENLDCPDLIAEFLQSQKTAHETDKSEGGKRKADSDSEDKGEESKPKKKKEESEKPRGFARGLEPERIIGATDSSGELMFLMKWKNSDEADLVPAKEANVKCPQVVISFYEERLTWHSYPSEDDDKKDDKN
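Compound inhibition of the preformed complex between 50 nM HP1-beta and 50 nM biotinylated H3K9me3 peptide was read by AlphaScreen. Buffer was PBS pH 7.4 with 0.01% Tween-20. Incubations ran 30 min at room temperature, with 10 ug/mL donor/acceptor beads.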
JMJD2A Tudor inh: inhibitors of human JMJD2A Tudor domain; O75164; AlphaScreen JMJD2A-Tudor / H3K4me3 peptide binding; Potency, µM (top dose mostly 114 µM), for the others: top-dose activity change, negative = inhibition, usual class: inhibitors; hit rate 4.4% among 390,000; further: potency means the concentration at half of the fitted maximal effect; on the % scale 0 is the no-effect control and ±100 the full control effect; nearly all actives have a fitted effect of over 50% in size
Pin1 inhibitor: human Pin1 inhibition. Q13526. Pin1 FP peptide displacement, HiFluor488, 10 min. Potency, µM (doses to about 115 µM), for the others: top-dose activity, negative = inhibition, hits mostly inhibitors. hit rate 0.009% among 390,000. AID 504891; active means well fitted inhibition curve with a large enough effect in the polarisation, with a control signal flat, not every such curve was filed as active; inconclusive means small, poorly fitted or top-dose-only effect, or effect the other way, or a change in a side signal; inactive means no such curve, though single readings can be large or run the other way; the % refers to the polarisation; further: potency means the concentration at half of the fitted maximal effect; on the % scale 0 is the no-effect control and ±100 the full control effect
Target sequence (Q13526 whole entry, looked up): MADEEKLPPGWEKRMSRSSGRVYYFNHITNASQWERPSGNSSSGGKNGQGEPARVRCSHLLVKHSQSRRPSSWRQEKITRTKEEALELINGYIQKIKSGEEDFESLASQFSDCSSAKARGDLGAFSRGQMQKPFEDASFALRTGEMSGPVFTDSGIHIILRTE
PI4K2A inh: PI4K2A (human) kinase inhibition. purified PI4K2A, ADP-Glo luminescence, 1 h; active compounds read low. activity change, negative = inhibition, % at 76.9 µM. hit rate 0.13% among 420,000; in the data active means activity change below about -50%; inconclusive means mostly about -30% to -49%;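 further: -100% = wells without enzyme as full effect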
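Compounds are screened against recombinant PI4K2A using PI as substrate and ATP, the latter dispensed at 300 microM. Reactions run one hour at ambient temperature before ADP-Glo detection; full inhibition defined by wells lacking enzyme.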
ERG-DNA inh: ERG Ets/DNA interaction inhibition; fluorescence polarization, His-ERG Ets domain / labelled DNA; Potency, µM (highest dose often 76.9 µM), for the others: at the highest dose FP activity, negative = inhibition, actives largely listed as inhibitors; hit rate 0.028% among 370,000; AID 624246; active means well fitted inhibition curve with a large enough effect in the polarisation, with a control signal flat; inconclusive means small, poorly fitted or top-dose-only effect, or effect the other way, or a change in a side signal; inactive means no such curve, though single readings can be large or run the other way; the % refers to the polarisation;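 further: polarization taken with two DNA probes labelled with fluorescein and Texas red; potency means the concentration at half of the fitted maximal effect; % of control where 0% means no effect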
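His-tagged ERG Ets domain (1 uM in the protein solution; 300mM KCl, 50mM Tris-HCl, 1mM EDTA, 1mM DTT, pH 7.5) received compound, then a probe mix of 5 nM fluorescein-DNA and 100nM Texas-615-DNA. Fluorescence polarization was read for both dyes.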
G9a block: blocks human histone lysine methyltransferase G9a; Q96KQ7; G9a H3K9 monomethylation, AlphaScreen, 2 h; Potency, µM (top dose mostly 102 µM), for the others: at the highest dose activity, negative = inhibition, hits mostly inhibitors; hit rate 8.8% among 350,000; further: potency means the concentration at half of the fitted maximal effect; on the % scale 0 is the no-effect control and ±100 the full control effect; nearly all actives have a fitted effect of over 75% in size
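G9a (20 nM) preincubated 15 min RT with compounds, then 500 nM biotinylated H3K9 peptide and 20 uM SAM added; 2 h RT reaction. Monomethyl-H3K9 product detected by AlphaScreen with anti-H3K9me1 antibody, streptavidin donor and anti-rabbit IgG acceptor beads.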
BAZ2B block: blocks human BAZ2B; Q9UIF8; Potency, µM (series often up to 114 µM), for inactives: at the highest dose activity change, negative = inhibition, usual class: inhibitors; AlphaScreen BAZ2B-H3K14Ac peptide displacement; hit rate 4.4% among 360,000; further: potency means the concentration at half of the fitted maximal effect; on the % scale 0 is the no-effect control and ±100 the full control effect; nearly all actives have a fitted effect of over 60% in size
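Multi-concentration screen (max 110 uM) measuring displacement of acetylated histone H3 peptide from BAZ2B by AlphaScreen, using 50 nM protein, 50 nM peptide and 10 ug/mL streptavidin donor plus Ni-chelate acceptor beads.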
GLS inhibitor: blocks human kidney-isoform glutaminase activity; O94925; GLS enzymatic activity, qHTS titration; Potency, µM (doses to about 45.5 µM), inactives show at the top dose activity change, negative = inhibition, most hits filed as inhibitors; hit rate 0.21% among 410,000; AID 624170; further: potency means the concentration at half of the fitted maximal effect; on the % scale 0 is the no-effect control and ±100 the full control effect
Target sequence (O94925 whole entry, looked up, canonical isoform): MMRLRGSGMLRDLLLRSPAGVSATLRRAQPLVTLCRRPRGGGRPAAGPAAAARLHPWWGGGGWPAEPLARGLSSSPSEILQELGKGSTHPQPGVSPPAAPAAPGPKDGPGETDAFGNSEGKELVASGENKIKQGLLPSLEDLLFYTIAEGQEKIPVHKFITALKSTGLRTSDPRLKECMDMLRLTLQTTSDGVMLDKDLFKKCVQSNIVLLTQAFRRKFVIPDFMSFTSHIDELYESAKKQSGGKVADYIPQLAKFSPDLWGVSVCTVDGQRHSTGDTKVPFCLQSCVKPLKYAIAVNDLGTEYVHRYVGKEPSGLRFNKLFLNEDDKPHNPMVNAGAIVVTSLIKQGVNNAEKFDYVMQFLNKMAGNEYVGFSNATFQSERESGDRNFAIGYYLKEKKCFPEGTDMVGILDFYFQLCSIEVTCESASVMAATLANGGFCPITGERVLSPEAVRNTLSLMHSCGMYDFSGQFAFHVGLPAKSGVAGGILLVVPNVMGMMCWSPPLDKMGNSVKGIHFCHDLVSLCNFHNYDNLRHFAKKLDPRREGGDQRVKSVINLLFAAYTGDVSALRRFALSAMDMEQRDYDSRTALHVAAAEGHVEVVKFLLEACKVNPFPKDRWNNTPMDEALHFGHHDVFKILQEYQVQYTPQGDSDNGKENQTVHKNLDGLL
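Coupled fluorescence readout: glutamate oxidase/HRP/Amplex Red detect glutamate formed by hKGA from L-glutamine (1 mM solution added). Buffer 45 mM KH2PO4 pH 8.2, 0.02% Tween-20; reads at t0 and 30 min RT.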
Tb PGK inh: blocks T. brucei phosphoglycerate kinase; hit rate 0.043% among 380,000; Potency, µM (titrated, usually from 57.5 µM), without a hit: at the highest dose activity change, negative = inhibition, hits mostly inhibitors; P07378; PGK/GAPDH coupled, Kinase-Glo luminescence, 60 min; further: potency means the concentration at half of the fitted maximal effect; on the % scale 0 is the no-effect control and ±100 the full control effect; nearly all actives have a fitted effect of over 60% in size
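Luminescent ATP detection (Kinase-Glo Plus) follows a 60-minute room-temperature incubation, with wells lacking PGK as controls. Buffer: 100 mM TEA (pH 7.6), 5 mM MgCl2, 0.01% Tween-20. Coupling enzyme GAPDH (100 nM final) supplies unstable 1,3-BPG in-well.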
* = called active by the depositor; i = inactive; ? = inconclusive; / = no result given; & = joins results of further samples; [ ] = remark or other dose. Unless noted, the call rests on the fitted dose curve; in most records, active means well fitted curve in the direction sought with a large enough effect; inconclusive means small, poorly fitted or top-dose-only effect, or another doubt; inactive means no such curve, though single readings can be large; an effect the other way counts as inactive or inconclusive.

SMILES | HP1b chromo inh | JMJD2A Tudor inh | Pin1 inhibitor | PI4K2A inh | ERG-DNA inh | G9a block | BAZ2B block | GLS inhibitor | Tb PGK inh
CCc1nc2ccc(C(=O)NCCc3ccc(OC)c(OC)c3)cc2nc1CC | -7%&23% | -17%&-10% | -1%&-4% | 6&-1 | 13%&2% | -6% | -15%[57.1 µM] | -19%&-7% | -6%
CCNC(=S)N1CCN(c2ncccn2)CC1 | 0% | -18% | 1% | 6 | 6% | 23%[59 µM] | -16% | 5% | -4%
O=c1ccc2ccc(O)cc2o1 | 68%[activator] | -3% | -10% | -3 | -7% | / | / | 44%[activator] | i
COc1ccc(N2CC(C(=O)NCCc3ccc(Cl)cc3)CC2=O)c(OC)c1 (stereo unspecified) | 6% | -14% | 2% | 0 | 4% | 16%[59 µM] | 7% | -7% | i
CC(=N[C@@H]1CCCC[C@H]1N=C(C)c1ccccc1O)c1ccccc1O | 40%[activator] | ? | -3% | -4 | -7% | ? | ? | 7% | 2%
CCOc1ccc(NC(=O)CN(C)C(=O)CCc2ccccc2Cl)cc1OCC | 1% | -19% | -3% | 2 | -6% | 64%[activator] | 2% | 4% | -5%
O=C(NC1CCCc2ccccc21)c1ccc(F)cc1F (stereo unspecified) | 26% | -17% | -5% | 2 | 15% | 35%[activator] | 8% | 0% | -2%
COc1cccc(OC)c1OCCCOc1c(OC)cccc1OC | 85% | -14% | 1% | -15 | 2% | 10%[59 µM] | 11% | 19% | -7%
Cc1ccccc1CN(C)C(=O)[C@H](Cc1ccccc1)NC(=O)c1ccco1 | 17% | -13% | 2% | -6 | 2% | 1%[59 µM] | -1% | 1% | i
Cc1ccc(SCC(=O)NCCCN2CCOCC2)cc1 | 34% | -3% | -8% | 7 | -9% | -2%[59 µM] | -1% | 1% | -4%

Profiles from above. Screens in order: HP1b chromo inh, JMJD2A Tudor inh, Pin1 inhibitor, PI4K2A inh, ERG-DNA inh, G9a block, BAZ2B block, GLS inhibitor, Tb PGK inh
COc1ccc(N2CC(C(=O)NCCc3ccc(Cl)cc3)CC2=O)c(OC)c1 (stereo unspecified) in the list: 6%, -14%, 2%, 0, 4%, 16%[59 µM], 7%, -7%, i
CCNC(=S)N1CCN(c2ncccn2)CC1 in the list: 0%, -18%, 1%, 6, 6%, 23%[59 µM], -16%, 5%, -4%

The listing continues.
SMILES | HP1b chromo inh | JMJD2A Tudor inh | Pin1 inhibitor | PI4K2A inh | ERG-DNA inh | G9a block | BAZ2B block | GLS inhibitor | Tb PGK inh
c1ccc2oc(SCc3nc4ccccc4s3)nc2c1 | 270%[activator] | 155%[activator] | 21% | -1 | -3% | 47%[59 µM] | 108%[activator] | -1% | -9%
CCN(Cc1ccccc1)S(=O)(=O)c1ccc2c(c1)CC(C)N2C(=O)C1CCC1 (stereo unspecified) | 51%[activator] | 11% | 1% | -2 | 10% | 4%[59 µM] | 12% | -2% | 6%
O=C(O)CCCCCCNC(=O)c1cncc(O)c1 | 16% | -10%[11.4 µM] | -1% | -1 | -8% | -2%[59 µM] | -32% | 2% | -6%
Cn1c(SCC(=O)Nc2ccc3c(c2)OCCO3)nnc1-c1ccncc1 | -26% | -16% | -3% | 2 | 4% | 20%[59 µM] | 1% | 6% | -5%
COC(=O)c1ccccc1NC(=O)CC(=O)Nc1ccccc1C(=O)OC | 23% | -4% | -5% | -4 | -11% | 4%[2.33 µM] | 4% | 3% | /
NC(N)=NS(=O)(=O)c1ccc(N)cc1 | 19% | -15% | 0% | -2&2 | -17% | 20% | 8% | 10% | 4%
O=C(c1cccs1)N1CCN(C/C=C/c2ccccc2)CC1 | 22% | -8% | 6% | 5 | -6% | -2%[2.33 µM] | -1% | 13% | 4%
Cc1nc(-c2cccc(NC(=O)Nc3ccc([N+](=O)[O-])cc3)c2)no1 | -1%[57 µM] | ? | -2% | -9 | -1% | -36%[59 µM] | ? | 0% | i
O=S1(=O)CCN2C(c3ccco3)=CSC2=N1 | 37% | 12% | -8% | -4 | -10% | ? | 9% | 0% | 3%
COC(=O)C1=CN(c2cccc(Cl)c2)C=C(C(=O)OC)C1c1cccc(OC)c1 | 115%[activator] | 60%[activator] | 9% | 3 | 0% | 197%[activator] | 40%[activator] | 8% | 0%
O=C(Nc1ccc(F)cc1F)C1CCN(C(=O)c2cnn(-c3ccccc3)c2-n2cccc2)CC1 | 40%[activator] | -4% | -2% | -5 | -6% | 14%[59 µM] | -21% | 4% | -5%
CC(C)c1ccc(NC(=O)C(c2ccc3c(c2)OCO3)N2CCC3(CC2)OCCO3)cc1 (stereo unspecified) | 8% | -21% | 0% | 7 | -2% | -5%[12.7 µM] | -9% | 5% | -11%
O=C(CSc1ccc(Br)cc1)Nc1ccccc1N1CCOCC1 | 51%[activator] | 31% | 3% | 2 | 8% | / | 8% | -10% | -3%
CCCc1nc2oc3c(=O)[nH]cnc3c2c2c1CCCC2 | 7% | -18% | -3% | 5 | 0% | 11% | 2% | 8% | -4%
O=C(CC1Nc2cccc3cccc(c23)NC1=O)Nc1ccccc1 (stereo unspecified) | -20% | ? | 1% | -2 | 1% | 3%[59 µM] | 8% | 1% | -1%
CCOC(=O)[C@H]1[C@H]2COc3cc(OC)ccc3[C@@H]2N2C(=O)CN(Cc3ccccc3)C(=O)[C@@]12C | 34% | -30% | 3% | 3 | -3% | 2%[0.501 µM] | -32% | 0% | -5%
COc1ccc(Cn2nnnc2CN2CCc3ccccc32)cc1 | 9% | -31% | 0% | -15 | / | ? | ? | 0% | 1%
CCCn1nnnc1NC(=O)COc1ccc(Br)cc1 | 40%[activator] | ? | 12% | -3 | 8% | -8% | 79µM* | 30% | i
O=C(Nc1cccc(S(=O)(=O)N2CCCCC2)c1)c1ccccn1 | -3% | ? | -1% | 0 | 1% | 5.6µM* | ? | 0% | -4%
O=C(O)c1ccc(NS(=O)(=O)/C=C/c2ccccc2)cc1 | 27% | -19% | -6% | -5 | 7% | -45%[12.7 µM] | -26% | 1% | -3%
Cc1ccc(C(=O)NCC(=O)OCC(=O)NCCc2ccccc2)s1 | -8% | 50µM* | 0% | 2 | -2% | -9% | ? | 0% | -6%
O=C1c2ccccc2S(=O)(=O)c2cc(N3CCN(c4ccccc4)CC3)ccc21 | 15% | -27% | ? | -6 | 3% | / | / | 14% | i
O=C(COc1ccc(Br)cc1)NNC(=O)c1cc(S(=O)(=O)N2CCOCC2)ccc1Cl | 23% | -14% | -1% | 8 | -21% | / | / | 18% | -3%
COc1ccc(/C=C/C(=O)Nc2ccc(C)c(S(=O)(=O)N3CCOCC3)c2)cc1 | 31% | -15% | 35%[activator] | -2 | 4% | / | / | 1% | -2%
CCOC(=O)c1c(NC(=S)NCCc2ccccc2)sc2c1CC(C(C)C)OC2 (stereo unspecified) | 5% | -16% | 0% | -5 | -3% | 27%[59 µM] | 6% | 0% | -2%
CN(C)S(=O)(=O)Nc1cccc(-c2cn3c(n2)SCC3)c1 | -2%[57 µM] | -24% | 2% | 8 | 0% | 3% | -34% | -9% | -8%
CC1(C)CC(NC(=O)c2cccc(F)c2)CC(C)(C)N1 | 42%[activator] | -4% | -12% | 3 | -11% | / | 23% | 0% | -9%
Cc1ccc(N2C(=O)Nc3ccccc3C2(O)C(=O)NCCCOC(C)C)cc1C (stereo unspecified) | 18% | -8% | 1% | 2 | -9% | 5%[12.7 µM] | -3% | 2% | 9%
COc1ccccc1NC(=O)c1ccc(S(=O)(=O)N(C)c2ccccc2OC)cc1 | 43%[activator] | -12% | -6% | 0 | 0% | / | / | -1% | -5%
O=C1NC(C(=O)O)=CC(c2ccc([N+](=O)[O-])cc2)N1 (stereo unspecified) | 11%[57 µM] | 18µM* | -8% | -8 | 9% | 8.9µM* | ? | 8% | -2%
O=C(O)/C=C/c1ccc(Oc2ncccn2)cc1 | 30% | -15% | -7% | 5 | -10% | 7% | 1% | 4% | i
c1coc(CNC2CCCCC2)c1 | -42% | 7.1µM* | -3% | 10 | -3% | ? | ? | -6% | 4%
Cc1nc2ccc(S(=O)(=O)NC(CC(C)C)C(=O)O)cc2s1 (stereo unspecified) | 26% | -3% | -3% | -3 | 1% | / | -20% | 1% | 2%

Sorted by value in G9a block (descending): four of the compounds above.
SMILES | HP1b chromo inh | JMJD2A Tudor inh | Pin1 inhibitor | PI4K2A inh | ERG-DNA inh | G9a block | BAZ2B block | GLS inhibitor | Tb PGK inh
NC(N)=NS(=O)(=O)c1ccc(N)cc1 | 19% | -15% | 0% | -2&2 | -17% | 20% | 8% | 10% | 4%
CCCc1nc2oc3c(=O)[nH]cnc3c2c2c1CCCC2 | 7% | -18% | -3% | 5 | 0% | 11% | 2% | 8% | -4%
O=C(O)/C=C/c1ccc(Oc2ncccn2)cc1 | 30% | -15% | -7% | 5 | -10% | 7% | 1% | 4% | i
Cc1ccc(C(=O)NCC(=O)OCC(=O)NCCc2ccccc2)s1 | -8% | 50µM* | 0% | 2 | -2% | -9% | ? | 0% | -6%
